Source: PubChem (Broad Institute)
PGC1a acetyl inh – modulators of PGC1a acetylation; U2OS PGC1a acetylation, AlphaScreen anti-acetyl-lysine; with virally co-expressed GCN5 acetyltransferase; inhibition, % at 15.6 µM; 350,000 compounds, 0.17% hits; AID 651687;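 active means every replicate shows inhibition of at least 40%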;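 further: 0% = neutral control wells and 100% = positive control wells; some results beyond the cut were filed as inactive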
LGR2 antag – inhibitors of bursicon-induced Drosophila LGR2 receptor cAMP signaling. HEK293 LGR2, CRE-luciferase, bursicon-stimulated, 4 h. inhibition, % at 9.99 µM. 380,000 compounds, 0.35% hits;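 active means drop in luminescence signal, shown as inhibition above about 50% in the replicate tests, limit read from the data, passing the limit was not always enough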;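 further: agonist challenge used bursicon conditioned medium at about half maximal strength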
PglD DTNB – inhibitors of Campylobacter jejuni PglD acetyltransferase | 360,000 compounds, 0.098% hits | purified PglD enzyme, DTNB colorimetric CoA detection | inhibition, % at 12.5 µM | AID 602405; in the data active means inhibition above about 16%, passing the limit was not always enough; further: strong numbers were not always called active
ARNT-TACC3 inh – disrupts binding between human ARNT and TACC3; Q9Y6A5; AlphaScreen His-ARNT PAS-B/GST-TACC3 binding, luminescence; TACC3 fragment carries E629A point mutation; inhibition, % at 9.99 µM; 390,000 compounds, 0.66% hits; AID 623870;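 active means mean inhibition of replicates at least 50% and at least half of replicates each reaching 50%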;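 further: 0% = complete ARNT plus TACC3 wells and 100% = ARNT alone without TACC3; many hits fall short of the cut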
INS-1E GSIS act – primary screen for activators of insulin secretion dependent on glucose, INS-1E cells, GLuc reporter luminescence; INS-1E GLuc reporter insulin secretion, 2-3 h; activation, % at 16.6 µM; 370,000 compounds, 0.61% hits;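 active means lowest replicate activation of at least 40%, so every replicate reaches that level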;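 further: 0% = median of neutral control wells and 100% = median of IBMX positive control wells; some compounds called inactive have numbers as strong as hits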
PAX8 reporter – PAX8 transcriptional activity inhibition. 360,000 compounds, 1.2% hits. inhibition, % at 12.6 µM. RMG-I TPO-luciferase reporter, SteadyGlo, 24 h;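 active means mean replicate inhibition at least 60% with every replicate also reaching 60%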;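 further: luciferase light reporting Pax8 driven TPO promoter activity; plate controls were median of neutral control wells for no effect and mitoxantrone controls for full effect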
Cneo AK release – Cryptococcus neoformans lysis via adenylate kinase release | C. neoformans lysis, adenylate kinase release luminescence, 4 h; normalised: neutral wells 0, clomiphene wells 100 | lysis activity, % at 15 µM | 360,000 compounds, 0.2% hits;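 active means mean lysis activity across replicates of at least 80%, whatever share of replicates individually reach that level; inactive means mean lysis activity below 80%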
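Material – log-phase Cryptococcus neoformans yeast cells · Input – 5 × 10^6 yeast cells/mL · Medium – fresh YPD growth medium · Doses – single compound concentration per well · Timing – static 4 h at 37 °C with compound, 1 h detection · Detection – adenylate kinase release luminescence · Read-out – signal increase indicating cell lysis · Control set – Clomiphene as positive lysis control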
Statin myotox sup – protects C2C12 myotubes from simvastatin toxicity. ATP luminescence, 48 h; scaled: DMSO 0, geranylgeraniol control 100. rescue of ATP level, % at 7.49 µM. 330,000 compounds, 0.78% hits. AID 602340;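 active means mean ATP rescue above about 67%, or every replicate alone reaching that limit, limit read from the data, passing the limit was not always enough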;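 further: myotubes were challenged with 10 µM simvastatin during compound exposure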
* hit, by the source's call; x = no result given.

nr	mol	PGC1a acetyl inh	LGR2 antag	PglD DTNB	ARNT-TACC3 inh	INS-1E GSIS act	PAX8 reporter	Cneo AK release	Statin myotox sup
1	Oc1c(Br)cc(Br)cc1/C=N/Nc1ccc(Cl)nn1	x	17	1	3	6	-11	-1	-2
2	O=S(=O)(Oc1ccc(C(=S)N2CCOCC2)cc1)c1ccc(Cl)cc1	0	4	-1	4	-28	-2	0	6
3	COc1ccc(N(CC(=O)Nc2ccc(F)cc2F)S(=O)(=O)c2c(C)nn(C)c2C)cc1	-4	12	2	0	-7	7	3	3
4	CCc1ccc(NC(=O)c2ccc3c(c2)C(=O)N(CCOC)C3Nc2ccc(CC)cc2)cc1 (stereo unspecified)	-13	-22	0	-5	x	-67	-1	-3
5	Cn1nc(C(=O)N2CCN(S(=O)(=O)c3ccc(Cl)cc3)CC2)c2ccccc2c1=O	-11	-7	-8	1	-12	4	3	6
6	COCc1ccc(C(=O)N2CCC(CCC(=O)Nc3cccc(C)c3)CC2)s1	x	3	7	-3	-21	9	3	9
7	N/C(=N\OC(=O)Cc1ccc(-c2ccccc2)cc1)c1ccccn1	-9	x	1	0	x	-100	2	x
8	O=C1CCCCC1(c1ccccc1)c1ccccc1	-12	12	-7	0	4	7	1	0
9	COc1cc(NC(=O)c2ccc(Br)o2)ccc1NC(=O)c1ccccc1Cl	-5	x	4	25	x	x	26	-42
10	C[C@@H]1CN([C@H](C)CO)C(=O)c2cccc(NS(=O)(=O)c3ccc(F)cc3)c2O[C@@H]1CN(C)S(=O)(=O)c1cccs1	-7	0	2	-3	0	x	-5	-16
11	O=C(C[C@@H]1C=C[C@@H](NC(=O)C2CCOCC2)[C@H](CO)O1)NCC1CC1	-9	0	4	6	20	-6	1	2
12	Cc1noc(C)c1NC(=O)Nc1ccc2c(c1)CC(=O)N([C@@H](C)CO)C[C@@H](C)[C@H](CN(C)Cc1ccc(-c3ccccc3)cc1)O2	15	-5	x	x	-49	x	x	-38
13	COc1cc2ccccc2cc1C(=O)NC1CCC(C)CC1 (stereo unspecified)	x	-72	3	3	-41	-159	-3	-2
14	CCC(=O)Nc1ccc2c(c1)C(=O)N(C)C[C@H](OC)[C@@H](C)CN(C(=O)c1ccncc1)[C@@H](C)CO2	3	3	1	-6	27	10	1	3
15	Cc1ccc(S(=O)(=O)N(C)C)cc1NC(=O)CSc1ccc2c(c1)OCCO2	x	9	0	2	8	5	-2	2
16	O=C(O)C(S)C(S)C(=O)O (stereo unspecified)	-17	x	3	40	x	x	1	5
17	O=C(Nc1ccccc1N1CCN(c2ccc(F)cc2)CC1)c1ccccc1	-15	x	6	-18	x	25	-1	1
18	CC1=C(C(=O)Nc2ccc(CC(=O)NCc3ccc(OC(C)C)cc3)cc2)SCCO1	9	-40	2	-3	2	13	-7	-45
19	O=C(c1cccc(S(=O)(=O)N2CCOCC2)c1)N1CCOCC1	14	x	-1	-5	x	x	2	1
20	Cc1cc(C(=O)CN2CCCCC2)c(C)n1-c1ccc(F)cc1	x	-25	x	5	-3	-52	x	x
21	O=C(C[C@H]1C[C@@H]2c3cc(NC(=O)Nc4ccc(C(F)(F)F)cc4)ccc3O[C@@H]2[C@H](CO)O1)NCc1ccccn1	-1	9	7	20	1	7	0	7
22	Cc1cc(C)c2nc3c(c(C(=O)O)c2c1)CCC3	3	x	-1	-14	x	2	-7	-4
23	CC1CN(S(=O)(=O)c2cccc(C(=O)Nc3cc(Cl)ccc3N3CCOCC3)c2)CC(C)O1 (stereo unspecified)	6	-25	-2	-10	9	26	0	4
24	Cc1cccc(-n2c(C)nc3ccsc3c2=O)c1	-3	-7	x	-8	17	9	x	x
25	Cc1ccc(S(=O)(=O)N2CCN(C(=O)CCCOc3cccc(C)c3)CC2)cc1	4	18	-5	-24	-27	-3	-4	-1
26	NS(=O)(=O)c1ccc(NC(=O)COC(=O)CCC2CCCC2)cc1	x	-9	-5	-4	-5	5	0	5
27	N#CCSc1nc2ccccc2c(=O)n1CCCC(=O)NCC1CCCO1 (stereo unspecified)	2	6	-2	-3	-13	17	-3	x
28	O=C(NCc1ccc(F)cc1)[C@@H]1[C@@H](CO)[C@@H]2Cn3c(ccc(-c4cccnc4)c3=O)[C@H]1N2	5	3	-2	-2	2	-8	0	-1
29	COc1cccc(NC(=O)N2C[C@@H](O)COC[C@@H]3O[C@H](CC(=O)NC4Cc5ccccc5C4)CC[C@H]32)c1	12	-7	-1	2	-3	28	0	-1
30	O=C(O)CCC(=O)N(Cc1ccco1)C1CC(=O)N(c2ccccc2)C1=O (stereo unspecified)	-1	9	-1	-5	18	-10	-1	x
31	Cc1ccc(C(=O)N/C(=C\c2ccc(-c3ccccc3[N+](=O)[O-])o2)C(=O)NCCN(C)C)cc1	1	10	-7	22*	-9	17	1	-4
32	Cc1ccc(OCC(=O)Nc2ccc3c(c2)C(=O)NC3=O)c(C)c1	x	1	-5	-2	7	9	2	3
33	COc1cc(C(=O)NCCC(=O)NC2CCCCC2)cc(OC)c1OC	-10	14	-1	-6	19	2	0	5
34	Cc1ccc(C(=O)NCCc2ccc(S(N)(=O)=O)cc2)o1	5	17	-7	x	18	0	-1	15
35	N#CCCN(Cc1cccnc1)S(=O)(=O)c1ccc(S(=O)(=O)NC2CCCCC2)cc1	-21	-6	0	6	-1	x	0	-20
36	O=C(Nc1ccc(Cl)cc1C(=O)Nc1ccc(Br)cn1)c1ccco1	x	x	-2	8	x	x	-2	7
37	C[C@@H]1CN([C@@H](C)CO)C(=O)c2cc(C#CC3CC3)cnc2O[C@@H]1CN(C)C(=O)Nc1ccccc1	1	-17	0	2	-8	x	-2	17
38	C=C1CC[C@@H]2[C@](C)(CCC[C@@]2(C)/C=C/[C@@H](O)C(C)(C)O)[C@H]1CC(=O)NCCS(=O)(=O)O	6	-13	2	5	7	17	-1	-14
39	COc1ccc2[nH]c(=O)c(CNc3ccccc3)cc2c1	-9	x	4	-1	x	x	-5	14
40	COCC(=O)Nc1ccc2c(c1)C(=O)N(C)C[C@H](OC)[C@H](C)CN(C(=O)Cc1ccccn1)[C@H](C)CO2	9	-14	-1	-8	-18	-2	-10	-6

The last 3 records of the part before come first, to join the parts:
nr	mol	PGC1a acetyl inh	LGR2 antag	PglD DTNB	ARNT-TACC3 inh	INS-1E GSIS act	PAX8 reporter	Cneo AK release	Statin myotox sup
38	C=C1CC[C@@H]2[C@](C)(CCC[C@@]2(C)/C=C/[C@@H](O)C(C)(C)O)[C@H]1CC(=O)NCCS(=O)(=O)O	6	-13	2	5	7	17	-1	-14
39	COc1ccc2[nH]c(=O)c(CNc3ccccc3)cc2c1	-9	x	4	-1	x	x	-5	14
40	COCC(=O)Nc1ccc2c(c1)C(=O)N(C)C[C@H](OC)[C@H](C)CN(C(=O)Cc1ccccn1)[C@H](C)CO2	9	-14	-1	-8	-18	-2	-10	-6
41	Cc1c(Cl)cccc1NC(=O)CNC(=O)C1CC(=O)N(C2CCCC2)C1 (stereo unspecified)	-14	6	4	5	30	-6	2	-2
42	Cc1cc(-c2nc3ccccc3s2)ccc1N	1	54*	x	-9	19	15	x	x
43	C[C@@H]1CN([C@@H](C)CO)C(=O)c2ccccc2-c2ccccc2CO[C@@H]1CN(C)Cc1cccc(F)c1	-34	14	0	7	-5	11	-4	-24
44	C[C@H](CO)N1C[C@H](C)[C@H](CN(C)C(=O)NC2CCCCC2)Oc2ccc(NS(=O)(=O)c3ccccc3)cc2C1=O	1	-11	0	-4	-4	-14	-1	6
45	C[C@H]1CN([C@@H](C)CO)C(=O)c2cc(NC(=O)Cc3cn(C)c4ccccc34)ccc2O[C@H]1CN(C)S(=O)(=O)c1ccc(Cl)cc1	9	x	-2	8	-1	14	0	32
46	COc1ccc(OC)c(S(=O)(=O)Nc2ccc(O)c(Sc3ncn[nH]3)c2)c1	2	x	-4	4	x	x	-6	-7
47	CCS(=O)(=O)N1CCCCN2[C@@H](CO)[C@@H](c3ccc(C#Cc4ccccc4OC)cc3)[C@@H]2C1	-9	18	-1	36	-2	-2	2	x
48	CCOC(=O)N1CCN(C(=O)c2ccc(N3C(=O)CCC3=O)cc2)CC1	7	x	-3	-4	x	x	1	0
49	CO[C@@H]1CN(C)C(=O)c2ccc(NC(=O)Cc3ccccc3)cc2OC[C@H](C)N(C)C[C@H]1C	-2	5	2	-2	-4	-1	-4	-7
50	CCCCC(CC)CNCc1cccn1CCN1CCOCC1 (stereo unspecified)	3	x	-6	5	x	5	2	0
51	CC(=O)Oc1ccc(C(=O)NCc2ccco2)cc1	x	7	2	-3	-13	-5	-2	3
52	CCC(=O)N(C)C[C@@H]1Oc2cc(C#CCOC)ccc2S(=O)(=O)N([C@@H](C)CO)C[C@@H]1C	-14	-8	0	4	26	x	0	7
53	Cc1ccccc1CNC1CCCCC1	24	19	2	-4	19	26	-10	x
54	O=C(COC(=O)c1ccc(Br)o1)NCc1ccco1	-7	x	-6	0	x	x	0	-3
55	COc1cc(/C=N/N=C/c2cc(OC)c(O)c(OC)c2)cc(OC)c1O	x	-8	x	-2	-2	0	x	x
56	N#CC12CCCCC1CC1CCCCC1(C#N)N2Cc1cccnc1 (stereo unspecified)	8	x	13	-3	x	x	-1	-4
57	CN(c1ccc(OCc2nnc(-c3ccccc3)o2)cc1)S(=O)(=O)c1ccccc1	-23	x	3	-4	x	x	1	42
58	CC(C)c1cc(C(=O)O)n(-c2ccccc2)n1	-2	5	-5	2	-5	x	-5	1
59	COCCC1CCCCN1C(=O)c1cccc(OC2CCN(S(C)(=O)=O)CC2)c1 (stereo unspecified)	-1	-7	-3	32	4	-4	0	4
60	COc1ccccc1N1CCN(C(=O)CN2C(=O)c3cccc4cccc(c34)C2=O)CC1	5	-15	8	x	-26	14	1	6
61	COc1cc(OCc2ccccc2)c(C(=O)/C=C/c2ccc3c(c2)OCO3)c(OC)c1OC	21	22	8	-16	1	28	-19	22
62	Cc1cc(C(=O)NNS(=O)(=O)c2ccccc2C(F)(F)F)nn1C(C)(C)C	-259	-10	x	-6	-2	11	x	5
63	Cc1cc(NC(=O)CCC(=O)N(c2ccccc2C)C(C(=O)NC2CCCC2)c2ccccc2)no1 (stereo unspecified)	x	17	-1	20	1	13	-1	5
64	CCC(C)(C)n1nnnc1C(c1ccc(C)cc1)N1CCN(Cc2ccc3c(c2)OCO3)CC1 (stereo unspecified)	-3	x	-3	3	x	6	-6	-13
65	O=C(CSc1ccc([N+](=O)[O-])cn1)Nc1nccs1	9	-7	0	2	15	-6	1	-3
66	C[C@H](C(=O)N(C)C[C@H]1OCc2ccccc2-c2ccccc2C(=O)N([C@H](C)CO)C[C@H]1C)c1ccccc1	-3	10	2	-1	7	7	-3	14
67	Cc1ccccc1CNC(=O)c1ccc2nc(N3CCOCC3)sc2c1	6	-3	-2	-2	10	-4	0	-5
68	COc1ccccc1CNC(=O)C1CC(=O)N(C2CCCC2)C1 (stereo unspecified)	12	x	4	-2	x	x	11	2
69	COc1cccc(OC)c1C(=O)NC(=S)Nc1ccc(N2CCOCC2)c(Cl)c1	-21	x	-1	6	2	33	2	-13
70	O=C(C[C@H]1C[C@@H]2c3cc(NC(=O)C4CCOCC4)ccc3O[C@@H]2[C@H](CO)O1)NCc1cc(F)ccc1F	3	0	-2	2	7	-12	-21	-2
71	O=C(CCN1CCN(C/C=C/c2ccccc2)CC1)Nc1ccccc1F	x	13	x	-4	-16	-9	x	x
72	C[C@@H]1CN([C@H](C)CO)S(=O)(=O)c2ccc(-c3ccncc3)cc2O[C@H]1CN(C)C(=O)c1ccc2c(c1)OCO2	2	-4	4	9	10	x	0	-15
